High-throughput results from PubChem BioAssay.
ALOX12 inhib = inhibitors of human 12-lipoxygenase (ALOX12); P18054; purified 12-hLO, xylenol orange hydroperoxide absorbance; Potency, µM (top dose mostly 57.1 µM), inactives show at the top dose activity change, negative = inhibition, usual class: inhibitors; hit rate 0.12% among 150,000; further: potency means the concentration at half of the fitted maximal effect; nearly all actives have a fitted effect of over 55% in size; many of its hits are not listed in these tables
Target sequence (P18054 whole entry, looked up): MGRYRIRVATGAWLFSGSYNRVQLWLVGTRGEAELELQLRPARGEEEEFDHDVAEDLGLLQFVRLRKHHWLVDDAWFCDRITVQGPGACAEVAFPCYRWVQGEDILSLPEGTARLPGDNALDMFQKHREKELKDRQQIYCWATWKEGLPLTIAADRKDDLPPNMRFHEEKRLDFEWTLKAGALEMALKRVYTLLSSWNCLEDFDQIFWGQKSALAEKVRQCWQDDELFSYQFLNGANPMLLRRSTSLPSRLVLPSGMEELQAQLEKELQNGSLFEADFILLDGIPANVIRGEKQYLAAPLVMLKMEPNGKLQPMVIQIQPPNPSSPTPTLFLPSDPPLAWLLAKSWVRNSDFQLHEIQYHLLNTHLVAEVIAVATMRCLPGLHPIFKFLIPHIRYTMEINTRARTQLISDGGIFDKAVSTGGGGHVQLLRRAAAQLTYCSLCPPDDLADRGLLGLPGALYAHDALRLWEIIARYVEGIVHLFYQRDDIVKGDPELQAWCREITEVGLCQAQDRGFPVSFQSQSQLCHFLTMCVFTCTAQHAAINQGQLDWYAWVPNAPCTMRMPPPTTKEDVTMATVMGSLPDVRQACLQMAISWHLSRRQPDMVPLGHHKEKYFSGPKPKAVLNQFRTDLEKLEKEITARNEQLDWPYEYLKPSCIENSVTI
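Purified human 12hLO (150 nM final) was preincubated with compounds for 15 min at room temperature in 25 mM Hepes pH 7.0, 0.01% Triton X-100, then reacted with 40 uM arachidonic acid for 30 min. Hydroperoxide was detected with ferrous iron/xylenol orange.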
PNC assembly inh = blocks assembly of the perinucleolar compartment; PC3M PTB-GFP, PNC prevalence imaging, 16 h; hits give low values; hit rate 3.1% among 140,000; AID 2417; activity change (PNC), negative = inhibition, % at 10 µM;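 active means readout at or below -70, meaning at least 70% loss of cells showing the perinucleolar compartment, a nuclear body marking cancer cells; inconclusive means readout between -30 and a set limit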;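 further: plate controls were DMSO wells for no effect and camptothecin positive control wells for full effect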
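PC3M cells stably expressing PTB-GFP, 750–1000 cells/well, treated 16 h at 37 °C with compound (23 nl of library stock), in duplicate. After paraformaldehyde fixation and Hoechst stain, imaged at 20x; PNC prevalence scored by image analysis.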
15-hLO-2 inh = inhibitors of human 15-lipoxygenase 2 (ALOX15B); purified 15hLO-2, xylenol orange hydroperoxide absorbance; Potency, µM (series often up to 57.1 µM), inactives show at the top dose activity change, negative = inhibition, hits mostly inhibitors; hit rate 0.56% among 110,000; AID 881; further: potency means the concentration at half of the fitted maximal effect; nearly all actives have a fitted effect of over 60% in size; many of its hits are not listed in these tables
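Purified human 15hLO-2 (50 nM final) preincubated with compounds 15 min at room temperature in 25 mM Hepes pH 7.5, 0.01% Triton X-100, then 45 uM arachidonic acid added for 90 min; hydroperoxide detected via ferrous/xylenol orange, 573/405 nm absorbance ratio.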
IMPase cell inh = cell-permeable inhibitors of inositol monophosphatase (IMPase); P97697; 120,000 tested, under 10 active; AID 901; inhibition (IP1 accumulation), % at 46.1 µM; CHO-M1 cells, IP1 accumulation, HTRF TR-FRET ratio; active means well fitted curve in the direction sought with a large enough effect in the signal ratio, not every such curve was filed as active; inconclusive means small, poorly fitted or top-dose-only effect, or a change in a side signal; inactive means no such curve, though single readings can be large or run the other way; the % refers to the signal ratio;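 further: cells stimulated with carbachol in lithium chloride buffer; plate controls were DMSO basal wells for no effect and reference inhibitor wells for full effect; higher means more IMPase inhibition seen as more IP1 and lower FRET ratio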
Target sequence (P97697 whole entry, looked up): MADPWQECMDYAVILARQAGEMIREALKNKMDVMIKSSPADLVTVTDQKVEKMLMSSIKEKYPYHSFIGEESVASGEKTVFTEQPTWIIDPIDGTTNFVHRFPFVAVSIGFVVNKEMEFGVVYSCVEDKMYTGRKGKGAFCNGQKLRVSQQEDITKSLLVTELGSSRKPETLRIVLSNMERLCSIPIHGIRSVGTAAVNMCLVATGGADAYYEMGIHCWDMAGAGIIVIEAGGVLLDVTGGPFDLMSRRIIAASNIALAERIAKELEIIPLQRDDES
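Elevated IP1 in lysates lowers TR-FRET signal (665/620 ratio and 620 channel reported). Cells were CHO-M1, given carbachol (50 uM as added) plus 50mM LiCl, pH 7.4, 30 min, 37C; compounds titrated up to 46 uM; AC50 by Hill equation.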
* = called active by the depositor; ? = inconclusive; · = no result given; [ ] = dose if it differs, or a comment. Unless noted, the call rests on the fitted dose curve; in most records, active means well fitted curve in the direction sought with a large enough effect; inconclusive means small, poorly fitted or top-dose-only effect, or another doubt; inactive means no such curve, though single readings can be large; an effect the other way counts as inactive or inconclusive. Unless noted, on the % scale 0 is the no-effect control and ±100 the full control effect.

SMILES	ALOX12 inhib	PNC assembly inh	15-hLO-2 inh	IMPase cell inh
C=CCn1c(N2CCCCCC2)nc2c1c(=O)n(C)c(=O)n2C	-3%	-27	-5%	-6
CN1CCN(C(=O)c2cc3c(C(F)(F)F)nn(C)c3s2)CC1	0%	20	5%	-3
O=[N+]([O-])c1cc(/C=N/O)ccc1SCc1ccccc1Cl	-2%	60	·	9
Cc1ccc(NC(=S)NNC(=O)CCn2cc(C)cn2)cc1	-1%	5	1%	-21
CN(C)c1ccc(C2OC(=O)C3(CCCC3)C(=O)C2(C)C)cc1 (stereo not given)	-9%	-28	-2%	4
COc1ccc(S(=O)(=O)NN(C)C)cc1N(C)S(=O)(=O)c1ccc(Cl)cc1	5%	-10	·	0
NC(=O)[C@@H]1CCCNC1	0%[11.4 µM]	·	-6%[11.4 µM]	·
Cc1ccc(C(=O)Nc2ccc3nccnc3c2)cc1	2%	46	-7%	0
OC(CNCC1CCCO1)COc1ccc(OCC(O)CNCC2CCCO2)cc1 (stereo not given)	6%	341	·	-4
NC(=O)c1sc2nc3c(c(-c4cccs4)c2c1N)CCCCC3	-4%	16	-6%	-4
Cc1ccc(C2c3c(oc4cc(C)c(C)cc4c3=O)C(=O)N2CCCN2CCOCC2)cc1 (stereo not given)	-3%	-5	11%	14
O=C(NCc1cccnc1)C1CCN(S(=O)(=O)c2cccnc2)CC1	4%	13	-4%	10
CCOC(=O)c1sc(NS(=O)(=O)c2ccc(C)cc2)nc1C	-1%	33	-3%	-3
CCOc1ccc(OCC)c(NC(=O)CN2CCC(NC(=O)c3cccc(F)c3)CC2)c1	0%	4	23%	4
Cc1ccc(-n2c3c(cc(C(=O)NC4CCSC4=O)c2=O)C(=O)CC(C)(C)C3)cc1 (stereo not given)	-5%	16	-4%	0
O=C(CSc1nnc(Cc2ccccc2)o1)N1CCCc2ccccc21	-3%	-15	-10%	-9
O=C(Nc1cccc(F)c1)N1CC[C@@]2(CCCN(C(=O)c3csnn3)C2)C1	-2%	·	2%	·
CCOc1cccc(N(C(=O)Cc2cccs2)C(C(=O)NC2CCCCC2)c2cccn2C)c1 (stereo not given)	-1%	-9	·	5
CCOC(=O)c1[nH]c2ccc(Br)cc2c1NC(=O)CCN1CCCCC1	-4%	?	4%	15
O=C(Cc1ccc(Cl)cc1)NCCS(=O)c1ccc(Cl)cc1 (stereo not given)	-15%	12	-3%	1

Continued, overlapping the part above by two compounds.
SMILES	ALOX12 inhib	PNC assembly inh	15-hLO-2 inh	IMPase cell inh
CCOC(=O)c1[nH]c2ccc(Br)cc2c1NC(=O)CCN1CCCCC1	-4%	?	4%	15
O=C(Cc1ccc(Cl)cc1)NCCS(=O)c1ccc(Cl)cc1 (stereo not given)	-15%	12	-3%	1
CCOc1nc(-c2ccccc2Cl)ccc1C#N	2%	?	12%	11
Cc1ccccc1CN1CCN(CC2CC3C=CC2C3)CC1 (stereo not given)	-1%	45	23%	8
CC1(C)CC(=O)C2=C(C1)Oc1nc3ccccc3cc1C2C(C#N)C#N (stereo not given)	2%	3	1%	7
Cc1cc(C)n2nc(CCc3ccccc3)nc2n1	9%	-7	6%	-3
O=C(COC(=O)CC12CC3CC(CC(C3)C1)C2)Nc1ncc(Cl)cc1Cl	0%	-19	-13%	3
Cc1ccccc1S(=O)(=O)NNC(=O)C(=O)NNc1ccccn1	-6%	-28	35%[activator]	12
O=[N+]([O-])c1ccc2nc(NCCCO)nc(-c3ccccc3)c2c1	0%	28	·	·
O=C(c1cc(C(F)(F)F)cc(C(F)(F)F)c1)N1CCC2(CC1)CN(c1ncccn1)C2	3%	·	1%	·
O=C(CSc1nc2c(c(=O)n1-c1ccc(Br)cc1)SCC2)Nc1nccs1	6%	13	-8%	1
COc1ccc(N2CCN(CCCNC(=O)CC3Oc4ccc(C)cc4NC3=O)CC2)cc1 (stereo not given)	-10%	-7	15%	7
CCOC(=O)c1ccc(Nc2ncnc3nc[nH]c23)cc1	-3%	-20	-5%	-17
CCOC(=O)N1CCC(NC(=O)CCN2C(=O)C3C4C=CC(C4)C3C2=O)CC1 (stereo not given)	-3%	-101*	2%	-3
c1ccc(CC2CCN(C3=Nc4cccc5cccc3c45)CC2)cc1	-12%	-2	39%[activator]	6
O=C(O)c1cccc2cccc(-c3cccc4cccc(C(=O)O)c34)c12	3%[11.4 µM]	·	-2%[11.4 µM]	·
Cc1ccc(C)n1-c1ccc(C(=O)N2CCOCC2)cc1	-3%	7	5%	-3
CN(C)c1ccc(CNn2cnnc2SCc2ccccc2F)cc1	4%	?	2%[2.29 µM]	0
Cc1c(C(=O)Nc2ccc(OC(F)(F)F)cc2)sc2nc3n(c(=O)c12)CCC3	11%	-5	2%	7
Cc1ccc(NC(=O)COc2ccc(CCO)cc2-n2nc3ccccc3n2)cc1C	-2%	-25	·	0
CC(=O)NC1C(=O)N(CCc2ccccc2)c2ccc(Br)cc21 (stereo not given)	0%	25	-19%	2
COc1ccc(Cn2c(C)c(C)c(C#N)c2NC(=O)Nc2ccc(F)cc2)cc1	-13%	?	-8%	4

Six of the compounds above, as a markdown table:
| SMILES | ALOX12 inhib | PNC assembly inh | 15-hLO-2 inh | IMPase cell inh |
| --- | --- | --- | --- | --- |
| O=C(Cc1ccc(Cl)cc1)NCCS(=O)c1ccc(Cl)cc1 (stereo not given) | -15% | 12 | -3% | 1 |
| CCOc1nc(-c2ccccc2Cl)ccc1C#N | 2% | ? | 12% | 11 |
| Cc1ccccc1CN1CCN(CC2CC3C=CC2C3)CC1 (stereo not given) | -1% | 45 | 23% | 8 |
| CC1(C)CC(=O)C2=C(C1)Oc1nc3ccccc3cc1C2C(C#N)C#N (stereo not given) | 2% | 3 | 1% | 7 |
| Cc1cc(C)n2nc(CCc3ccccc3)nc2n1 | 9% | -7 | 6% | -3 |
| O=C(COC(=O)CC12CC3CC(CC(C3)C1)C2)Nc1ncc(Cl)cc1Cl | 0% | -19 | -13% | 3 |

Structural class: the compounds so far with an aryl thioether with sulfur outside any ring (four)
SMILES	ALOX12 inhib	PNC assembly inh	15-hLO-2 inh	IMPase cell inh
O=[N+]([O-])c1cc(/C=N/O)ccc1SCc1ccccc1Cl	-2%	60	·	9
O=C(CSc1nnc(Cc2ccccc2)o1)N1CCCc2ccccc21	-3%	-15	-10%	-9
O=C(CSc1nc2c(c(=O)n1-c1ccc(Br)cc1)SCC2)Nc1nccs1	6%	13	-8%	1
CN(C)c1ccc(CNn2cnnc2SCc2ccccc2F)cc1	4%	?	2%[2.29 µM]	0

Remaining list, next part
SMILES	ALOX12 inhib	PNC assembly inh	15-hLO-2 inh	IMPase cell inh
CCOc1cccc(-c2nnc3sc(C4CCCCC4)nn23)c1	-13%	?	-2%	-3
N[C@H](Cn1ccc(=O)c(O)c1)C(=O)O	1%	·	-6%	-7
Cc1c(C2C(C#N)=C(N)N(c3ccccc3C#N)C3=C2C(=O)CCC3)cnn1C (stereo not given)	4%	9	·	·
COC(=O)c1c(NC(=O)CC2SCC(C(=O)OC)NC2=O)sc2c1CCCC2 (stereo not given)	?	0	1%	1
COc1ccc(NC(=O)CCNS(=O)(=O)c2ccc(Br)s2)cc1	0%	51	-9%	-2
Cn1c(N)c(C(=O)COC(=O)C2CCCCC2)c(=O)n(C)c1=O	3%	12	9%	4
COc1cc(/C=c2\sc3nc(=O)c(-c4ccccc4)nn3c2=O)ccc1OCCC(C)C	-5%	7	·	-6
COc1ccc(OC)c(-c2nc3c(C)n[nH]c(=O)c3[nH]2)c1	2%	31	4%[2.29 µM]	-5
C#CCSc1nnc(-c2ccc(C)cc2)o1	3%	?	·	12
CCOc1cccc2cc(C(=O)Nc3nccs3)c(=O)oc12	1%	4	-9%	-9
O=C(O)CN=C1NC2(CCCCC2)Cc2ccccc21	4%	-100*	·	4
COCCSc1nnc(NC(=O)CSCc2ccccc2)s1	-3%	-23	-3%[11.4 µM]	3[1.84 µM]
CCc1ccccc1NS(=O)(=O)c1cc(C)ccc1OC	-3%	-25	-4%	3
O=C(c1ccncc1)N1CCC[C@@]2(CCN(c3ccccn3)C2)C1	5%	·	4%	·
CCn1ncc(CNC(=O)C2(C)CC2(Br)Br)c1C (stereo not given)	-1%	?	·	·
Cc1cc(NC(=O)CSc2nnc(-c3ccccc3)n2Cc2ccco2)no1	3%	39	2%	5
O=C(c1ccco1)N1CCN(C(=O)c2cc(-c3ccccn3)nc3ccc(Cl)cc23)CC1	-23%	41	9%	6
Cc1ccc(-n2nnc3c(=O)oc4ccccc4c32)cc1	-1%	-28	-12%	4
COc1cc(C(=O)Nc2nc3ccc(S(=O)(=O)N4CCOCC4)cc3s2)cc(OC)c1OC	0%	46	2%[2.29 µM]	-4
CCCCCC(=O)N/N=C(\C)c1ccc(N2CCCCC2)cc1	-2%	-5	·	·
CC(C)CCn1c(SCC(=O)OCn2nnc3ccccc3c2=O)nc2ccccc2c1=O	-1%	-12	10%[2.29 µM]	6
COc1cccc(-c2nnc(NC(=O)Cc3cccs3)s2)c1	5%	?	-5%	?
COc1ccc(CN(CC2CCCO2)C(=O)CN2C(=O)COc3ccccc32)cc1OC (stereo not given)	9%	15	·	-9
Cn1cc(/C=N/n2cnc3scc(-c4ccc(Cl)cc4)c3c2=O)c2ccccc21	-1%	-99*	?	1
CSc1cc(-c2ccc(Cl)cc2)c(C(=O)NN)s1	-3%	-20	-10%	-1
COc1c(Cl)cc(-c2noc(C)c2C(=O)NCc2ccc3c(c2)OCO3)cc1Cl	-1%	10	·	·
Cc1nn(C(C)C(=O)Nc2sc3c(c2C#N)CCCC3)c(C)c1[N+](=O)[O-] (stereo not given)	-7%	70	-20%	3
Nc1cc(N)nc(SCC(=O)Nc2ccc(Br)cc2Cl)n1	-6%	15	-11%	0
Cc1noc(NS(=O)(=O)c2ccc(N/C=C/C(=O)c3ccccc3)cc2)c1C	-7%	34	-6%	-6
CC1CCc2c(sc(NC(=O)C(=O)NCc3ccco3)c2C#N)C1 (stereo not given)	2%	7	-15%	-2
C/C(=C1/SC(N2CCOCC2)=NC1=O)c1ccc(Cl)cc1	0%	34	0%	9
N=c1c(C(=O)NCc2ccc(F)cc2)cc2c(=O)n3ccccc3nc2n1Cc1cccnc1	-10%	-10	8%	3
CN(C)CCCCl	1%	·	6%	·
CCOc1ccc(N(CC)S(=O)(=O)c2ccc3c(c2)n(C)c(=O)c(=O)n3C)cc1	-1%	58	-1%	-2
CCOC(=O)N1CCN(C2CC(=O)N(c3ccc(C)cc3)C2=O)CC1 (stereo not given)	4%	?	-6%	-1
Nc1nc(SCC(=O)NCc2ccccc2)n[nH]1	0%	19	-6%	0
COc1cccc(/C=N/NC(=O)CSc2ccccc2C)c1OC	-3%	-16	·	·
Cc1ccc(S(=O)(=O)N2CCN(C(=O)c3cccc(F)c3)CC2)cc1	-12%	-23	4%	5
COc1ccc(/C=N/Nc2nc3ccccc3o2)cc1OC	2%	18	30%	3
O=C1C2C3C=CC(C3)C2C(=O)N1c1cccc2cccnc12 (stereo not given)	-3%	-11	1%	4

This is a subset, so the mix of outcomes need not match the whole.
